Bioassay records as filed in PubChem BioAssay.
ERK EGF inh – blocks ERK signaling stimulated by EGF. Potency, µM (doses to about 11.5 µM), for inactives: at the top dose activity change, negative = inhibition, usual class: inhibitors. HEK293-V1b, EGF-stimulated phospho-ERK AlphaScreen. AID 1454. hit rate 0.41% among 130,000; active means well fitted inhibition curve with a large enough effect; inconclusive means small, poorly fitted or top-dose-only effect, or effect the other way;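 further: plate controls were stimulated vehicle wells for no effect and unstimulated vehicle basal for full effect; nearly all actives have a fitted effect of over 55% in size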
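EGF-stimulated (25 nM, 5 min) phospho-ERK in HEK293 cells stably expressing V1b, cells pretreated 30 min with compound at 37C. Homogeneous AlphaScreen read on lysates.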
Numbers without * were called inactive; ? = inconclusive; & = joins results of further samples; [ ] = another dose, or the depositor's remark. Potency means the concentration at half of the fitted maximal effect. A portion of the library; count on the stated rates, not on these rows.

Start of the listing, in advance (3 entries):
SMILES	ERK EGF inh
O=C(c1cc(F)ccc1F)C1CCCN(C(=O)CCCN2CCCCC2=O)C1 (configuration not stated)	-3%
O=c1oc2ccccc2c(O)c1C=Nc1cccnc1	-4%
Nc1[nH]nc2nc(-c3ccccc3)[nH]c(=O)c12	-5%[57.5 µM]

The listing, previewed entries included:
SMILES	ERK EGF inh
O=C(c1cc(F)ccc1F)C1CCCN(C(=O)CCCN2CCCCC2=O)C1 (configuration not stated)	-3%
O=c1oc2ccccc2c(O)c1C=Nc1cccnc1	-4%
Nc1[nH]nc2nc(-c3ccccc3)[nH]c(=O)c12	-5%[57.5 µM]
O=C(COc1nsnc1N1CCOCC1)N/N=C/c1ccccc1O	10%
CC(C)(C)NC(=O)COC(=O)CCC(=O)c1ccc(Cl)cc1	?
S=c1nc(-c2ccccc2Cl)n(Cc2cccnc2)c2c1CCCC2	5%
CCOc1cccc(CNCCO)c1OCc1ccc(Cl)cc1	-5%
O=C(Cc1ccccc1)NNS(=O)(=O)c1ccc([N+](=O)[O-])cc1	5%
COc1ccc(NC(=S)NCCCc2ccccc2)cc1	13%
NC(N)=NN=Cc1c(Cl)cccc1Cl	-1%
COc1ccc(N=C2SCC(=O)N2Cc2ccccc2)cc1	1%
Cc1ccc(N2CCN(S(=O)(=O)N3CCCCC3)CC2)cc1C	5%
CCOc1ccccc1NC(=O)NCc1ccccc1	3%
C/C(=N/NC(=O)COc1cc(C)ccc1C(C)C)C(=O)O	-9%
COc1ccc(CCNC(=O)CSc2nc(O)c(CCC(C)C)c(=O)[nH]2)cc1OC	4%
Cc1ccc(N(C(=O)c2sc(C)nc2C)C(C(=O)NC(C)(C)C)c2ccncc2)cc1 (configuration not stated)	-12%
NC(=O)NC(=O)CC1S/C(=N/N=C2\CSC(=O)N2)NC1=O (configuration not stated)	-3%
COc1ccc(OC)c(NS(=O)(=O)c2ccc(Cl)s2)c1	5%
CC1(C)CC[C@]2(C)CC[C@@]3(C)C(=CCC4[C@@]5(C)CCC(O)C(C)(C)C5CC[C@@]43C)C2C1 (some centres not stated)	23%
CC(c1ccon1)N(C)Cc1c(C(=O)N(C)Cc2ccccc2)nc2ccccn12 (configuration not stated)	3%
COc1ccc(C2/C=C\CN(S(=O)(=O)c3ccc(C)cc3)[C@H](Cc3ccccc3)C(=O)N2Cc2ccc(F)cc2)cc1 (some centres not stated)	4%[57.5 µM]
C=CCNC(=O)/C(=C\c1ccc(OC)cc1)NC(=O)c1ccc([N+](=O)[O-])cc1	-2%
C=CCn1c(C(CC)CC)nc2ccccc21	-9%[57.5 µM]
CCOC(=O)c1ccccc1OCc1cc(/C=N/NC(=O)c2ccncc2)ccc1OC	-3%[57.5 µM]
Cc1cc(C(=O)NN)c(Cl)cc1Cl	11%[57.5 µM]
CC(=O)Nc1ccc(NC=C(C#N)C#N)cc1	7%[57.5 µM]
CC(=O)/C(=N\Nc1ccccc1Cl)Sc1nnc(-c2ccccc2)n1-c1ccccc1	0%
COC(=O)c1ccccc1NC(=O)CNc1cc(OC)c(OC)cc1C	-6%
COc1cccc(-n2nc(-c3ccnn3-c3cccc(Cl)c3)c(=O)n(C)c2=O)c1	3%[57.5 µM]
CN(C(=O)CSc1nnc(Nc2ccccc2)s1)C1CCS(=O)(=O)C1 (configuration not stated)	-8%
CC(OC(=O)Cc1n[nH]c(=O)c2ccccc12)C(=O)Nc1cccc([N+](=O)[O-])c1 (configuration not stated)	-6%
CSCCC(NS(=O)(=O)c1cccs1)C(=O)NCc1ccc(C)cc1 (configuration not stated)	5%
CN(C)CCNC(=O)/C(=C/c1ccc(-c2cccc([N+](=O)[O-])c2)o1)NC(=O)c1ccccc1	0%
COc1ccc(CN2CCOCCOCCN(Cc3ccc(OC)cc3)CCOCCOCC2)cc1	5%[57.5 µM]
Cc1ccc(NC(=O)CN(C)CC(=O)Nc2ccc(N3CCOCC3)cc2)c(C)c1	-1%
C(=N\N1CCN(c2ccccn2)CC1)/c1ccco1	6%
CN1C(=O)C(O)(CC(=O)/C=C\c2ccc3c(c2)OCO3)c2ccccc21 (configuration not stated)	-10%
N/C(=N\OC(=O)CSc1ccccc1)c1ccc([N+](=O)[O-])cc1	5%
CC[n+]1c(C)n(C)c2cc(S(=O)(=O)N(C)C)ccc21	1%
Cc1cc(C)c(S(=O)(=O)Nc2cccc(C(F)(F)F)c2)c(C)c1	-23%
Cc1ccc(S(N)(=O)=O)cc1NC(=O)/C=C/c1ccc2c(c1)OCO2	-2%
CCc1ccc(S(=O)(=O)N(C(=O)c2ccncc2)c2ccc(OC(=O)c3ccncc3)cc2)cc1	-3%
Nc1nc(SCC(=O)c2cc3ccccc3o2)n[nH]1	8%
COc1ccc(N(C(=O)COc2cccc(C)c2)S(=O)(=O)c2ccc(C)cc2)cc1	9%
CCC(C)(CC(=O)O)CC(=O)Nc1cc(C(F)(F)F)cc(C(F)(F)F)c1 (configuration not stated)	0%[57.5 µM]
CCOC(=O)c1c(C)[nH]c(C)c1C(=O)COc1ncnc2ccccc12	-8%
O=C(N/N=C/c1cccc(OC(=O)N2CCOCC2)c1)c1cccs1	7%
CCOc1ccccc1CN1CCN(Cc2[nH]c3ccccc3c2C)CC1CCO (configuration not stated)	?
S=C(NCC1CCCO1)Nc1ccc(Nc2ccccc2)cc1 (configuration not stated)	?
CN1CCN(CCC(=O)Nc2cccc(Br)c2)CC1	8%[57.5 µM]

Other entries follow.
SMILES	ERK EGF inh
Cc1c(-c2nc(-c3ccc(C(F)(F)F)cc3)no2)n(C)oc1=O	-8%[57.5 µM]
COc1ccc(Cc2c(O)nc(SCC(=O)NC34CC5CC(CC(C5)C3)C4)[nH]c2=O)cc1	0%[57.5 µM]
Cc1ccc(Cl)cc1NC(=S)N(CCN(C)C)Cc1cccs1	9%
O=C(Nc1ncn[nH]1)c1ccccc1Br	6%
Cc1cccc(OCC(=O)O/N=C(\N)Cc2cccs2)c1	2%[57.5 µM]
CCOC(=S)SCC(=O)Nc1nc(-c2ccccc2)cs1	18%
C=CS(=O)(=O)c1ccc(Oc2ccc(S(=O)(=O)C=C)cc2)cc1	13µM*
COc1ccc(CNC(=O)C(C)NS(=O)(=O)c2ccc(C)cc2)cc1 (configuration not stated)	-4%
CCNC(=S)N1CCc2cc(OC)c(OC)cc2C1COc1ccc(OC)cc1 (configuration not stated)	11%
Cc1ccc(NCc2ccccc2O)cc1C	-5%
C=CCNC(=S)Nc1ccc(OC(F)F)c(Cl)c1	-1%
Cc1ccccc1NC(=O)C(Cl)=C(Cl)Cl	-6%
Cc1ccccc1OCC(=O)NNC(=S)NC(=O)c1ccccc1[N+](=O)[O-]	1%
COc1ccc(CCNC(=O)C(=O)NCC2CCCO2)cc1 (configuration not stated)	6%
N#C/C(=C\c1coc2ccc(O)cc2c1=O)C(=O)Nc1nc2ccccc2s1	3%[57.5 µM]
Cn1c(SCC(=O)N/N=C/C=C/c2ccco2)nc2ccccc21	1%
CCOC(=O)N1CCN(C(=O)/C=C/c2cccc([N+](=O)[O-])c2)CC1	3%
CCCCN(C(=S)Nc1cccc(SC)c1)C1CCN(C(C)=O)CC1	0%
CC(C)(O)C#Cc1ccc(CN2CCN(C3CCCCC3)C(CCO)C2)s1 (configuration not stated)	3%
O=C1c2cccc3cccc(c23)C(=O)N1CCN1CCN(C(=S)Nc2ccc(Cl)cc2)CC1	8%
N=c1ccn(Cc2ccc([N+](=O)[O-])cc2)cc1	-7%[57.5 µM]
O=c1cnnc(Nc2ccc(Nc3ccccc3)cc2)[nH]1	0%[57.5 µM]
COc1ccc(-c2noc(=O)n2Cc2cc(C)ccc2C)cc1	11%
Cc1nc2c(C)cccc2cc1C(=O)N/N=C/c1ccc(O)cc1	-3%
COc1ccc(NC(=O)CSc2nc(N)c(NC(=O)c3cccs3)c(=O)[nH]2)cc1	3%[57.5 µM]
O=C(N/N=C/c1ccc2c(c1)OCO2)c1ccc(COc2cccc3cccnc23)cc1	6%
O=C(NN=C1CCN(Cc2ccccc2)CC1)c1cc2ccccc2cc1O	-1%
O=C(Cn1c(=O)oc2ccccc21)NCCc1ccccc1Cl	0%
CC1(C)C=Cc2c(c3c(c4c(=O)c(-c5ccc(O)cc5)coc24)OC(C)(C)CC3)O1	-2%[57.5 µM]
COc1ccc(CNC(=O)C(C)Cc2ccccc2)cc1O (configuration not stated)	-11%&-14%
CCOCCCNC(=O)C(NC(=O)c1ccc(NC(C)=O)cc1)c1ccc(C)cc1 (configuration not stated)	-6%
O=C(C1CCCN(CCCc2ccccc2)C1)N1CCCCCC1 (configuration not stated)	6%
Cc1ccc(-c2csc3nc4ccc(C(=O)NCCO)cc4c(=O)n23)cc1	-1%[57.5 µM]
O=C(NCCSc1c[nH]c2ccccc12)c1ccc(Br)o1	6%
Cc1c(C(C)(C(=O)O)c2c(C)n(C)c3ccccc23)c2ccccc2n1C	4%[57.5 µM]
Cc1ccc(-c2cc(Cc3ccccn3)c(=O)[nH]n2)cc1	-8%[57.5 µM]
O=c1c(O)c(-c2ccccc2)oc2ccccc12	33%
Clc1ccc2c(c1)-c1[nH]ncc1CS2	-1%[57.5 µM]
Cc1ccc(/C=C/C(=O)O)cc1S(=O)(=O)N(CCO)CCO	26%
COc1ccc2c(c1)OC1(O)COc3cc(OC)c(OC)cc3C1=C2 (configuration not stated)	24%
CC(=O)NN1C(=O)c2ccccc2NC1c1ccco1 (configuration not stated)	-1%
c1ccc2oc(C3=NNC(=NC4CC4)SC3)cc2c1	3%
N#Cc1cnn(-c2cccc(Cl)c2)c1N	5%
CCCS(=O)(=O)c1ccc(COC(=O)c2ccc(NC(C)=O)cc2)cc1	9%
O=C(O)c1nccnc1C(=O)NCc1csc2ccc(Cl)cc12	6%[57.5 µM]
O=C(COC(=O)/C=C/c1cccc(C(F)(F)F)c1)NCc1ccccc1	-6%
Cn1cccc1CNCc1ccc(F)cc1	-1%
O=C(COc1ccccc1-c1ccccc1)N/N=C/c1ccncc1	3%
O=C1CC(/C=C/c2ccccc2)=Nc2ccccc2N1	-4%
O=C(/C=C/c1cccs1)N1CCN(c2ccc(F)cc2)CC1	-4%[57.5 µM]

Single entries from the list:
CC(c1ccon1)N(C)Cc1c(C(=O)N(C)Cc2ccccc2)nc2ccccn12 (configuration not stated) – ERK EGF inh = 3%
COc1ccc2c(c1)OC1(O)COc3cc(OC)c(OC)cc3C1=C2 (configuration not stated) – ERK EGF inh = 24%
COc1ccc(C2/C=C\CN(S(=O)(=O)c3ccc(C)cc3)[C@H](Cc3ccccc3)C(=O)N2Cc2ccc(F)cc2)cc1 (some centres not stated) – ERK EGF inh = 4%[57.5 µM]

More compounds follow.
SMILES	ERK EGF inh
O=C(NCC1COc2ccccc2O1)C1(c2ccccc2)CCCC1 (configuration not stated)	-5%
Cc1nc2ccccc2c(=O)n1NC(=O)c1cccc([N+](=O)[O-])c1	9%
NCc1ccc(S(N)(=O)=O)cc1	0%
Cc1cc(C)cc(NC(=S)NCCc2c[nH]c3ccccc23)c1	?
CC(C)(C)C1C/C(=C/c2ccccn2)C(=O)/C(=C/c2ccccn2)C1 (configuration not stated)	?
CCOC(=O)C1(Cc2cccc(OC)c2)CCCN(Cc2cc(C(C)C)n[nH]2)C1 (configuration not stated)	-10%[57.5 µM]
NC(=O)c1cc([N+](=O)[O-])ccc1NCCN1C(=O)c2ccccc2C1=O	-3%
O=C(NCc1ccc(F)cc1)C(c1ccccc1)N(C(=O)c1csnn1)C1CC1 (configuration not stated)	-3%
NC(=O)CCN1CCN(Cc2cn[nH]c2-c2cccc3ccccc23)CC1	-7%
C/C(CC(=O)NCc1ccc(Cl)cc1)=N\NC(=O)c1ccccc1F	-5%
CC(=O)Nc1nnc(SCC(=O)N2CCCc3ccccc32)s1	7%
CC1CC(=O)Nc2ccccc2N1S(=O)(=O)c1cccs1 (configuration not stated)	0%[57.5 µM]
O=C(Nc1ccccc1F)c1cnccn1	-13%
Cn1c(=O)c2ncn(CC(=O)NCCOCc3ccccc3Cl)c2n(C)c1=O	-4%
O=C(Oc1ccccc1N1CCOCC1)c1ccccc1	-5%[57.5 µM]
CCOC(=O)/C=C1\SCC(=O)N1CC(=O)NCc1cccc(Cl)c1	-1%
CCO[C@@H]1OC(C(=O)Nc2ccccc2)=C[C@H](c2ccccc2)[C@H]1CCCO	-10%[57.5 µM]
COc1ccccc1N/C(N)=N/c1nc(C(F)(F)F)cc(=O)[nH]1	25%
Cc1ccc(N(CC(=O)NCc2ccncc2)S(C)(=O)=O)cc1	-6%
Cc1ccccc1Nc1c(-c2ccc(N3CCOCC3)cc2)nc2ncccn12	-29%
Cc1ccc(NC(NC(=O)OCCn2c([N+](=O)[O-])cnc2C)C(Cl)(Cl)Cl)cc1 (configuration not stated)	-1%
Cc1ccc(NC(=O)CCn2cc(C(F)(F)F)ccc2=O)cc1	3%[57.5 µM]
CN(Cc1ccccc1)C(=O)c1cc(-c2ccc(Br)cc2)on1	7%
Cc1cc(C)nc(NS(=O)(=O)c2ccc(N=Cc3c(C)[nH]n(-c4ccccc4)c3=O)cc2)n1	-9%
CCO/C=C1/C(=O)N(Cc2ccccc2)C(=O)c2ccccc21	-1%
Cc1csc(Sc2ccc(C(=O)OCC(=O)Nc3ccc(F)cc3[N+](=O)[O-])cc2[N+](=O)[O-])n1	-1%
CN(C)CCNC(C(=O)Nc1cccc(C(F)(F)F)c1)c1ccccc1 (configuration not stated)	2%

A second format for some results above.
> Cc1ccc(NC(NC(=O)OCCn2c([N+](=O)[O-])cnc2C)C(Cl)(Cl)Cl)cc1 (configuration not stated)
  ERK EGF inh = -1%
> Cc1ccc(NC(=O)CCn2cc(C(F)(F)F)ccc2=O)cc1
  ERK EGF inh = 3%[57.5 µM]

4 of the compounds above, as labelled records:
Cc1cc(C)nc(NS(=O)(=O)c2ccc(N=Cc3c(C)[nH]n(-c4ccccc4)c3=O)cc2)n1
- ERK EGF inh: -9%
CCO/C=C1/C(=O)N(Cc2ccccc2)C(=O)c2ccccc21
- ERK EGF inh: -1%
Cc1csc(Sc2ccc(C(=O)OCC(=O)Nc3ccc(F)cc3[N+](=O)[O-])cc2[N+](=O)[O-])n1
- ERK EGF inh: -1%
CN(C)CCNC(C(=O)Nc1cccc(C(F)(F)F)c1)c1ccccc1 (configuration not stated)
- ERK EGF inh: 2%
